SARS 3CLpro inh = SARS-CoV 3CLpro protease inhibition | P0C6X7 | AID 1706 | inhibition, % at 6 µM | actives 0.14% (n = 290,000) | recombinant SARS-CoV 3CLpro, quenched FRET peptide cleavage; in the data active = inhibition above about 12%
CCHF vOTU inh = blocks the CCHF virus ovarian tumor domain protease. inhibition, % at 11.5 µM. CCHFV vOTU protease, Pep-AMC fluorescence. actives 0.55% (n = 370,000); in the data active = inhibition above about 30%; also: 0% = vehicle wells with enzyme and 100% = no enzyme wells
BoNT-A LC inh2 = inhibitors of Botulinum neurotoxin A light chain protease | actives 0.17% (n = 360,000) | inhibition, % at 10 µM | multiplex microsphere protease substrate cleavage, flow cytometry; also: plate controls were buffer without enzyme for full effect and enzyme alone for no effect
Anthrax LF inh2 = anthrax lethal factor protease inhibition; multiplex microsphere protease cleavage assay, LF; P15917; inhibition, % at 10 µM; AID 588501; actives 0.12% (n = 360,000); also: plate controls were buffer without enzyme for full effect and enzyme alone for no effect
Target sequence (P15917 whole entry, looked up): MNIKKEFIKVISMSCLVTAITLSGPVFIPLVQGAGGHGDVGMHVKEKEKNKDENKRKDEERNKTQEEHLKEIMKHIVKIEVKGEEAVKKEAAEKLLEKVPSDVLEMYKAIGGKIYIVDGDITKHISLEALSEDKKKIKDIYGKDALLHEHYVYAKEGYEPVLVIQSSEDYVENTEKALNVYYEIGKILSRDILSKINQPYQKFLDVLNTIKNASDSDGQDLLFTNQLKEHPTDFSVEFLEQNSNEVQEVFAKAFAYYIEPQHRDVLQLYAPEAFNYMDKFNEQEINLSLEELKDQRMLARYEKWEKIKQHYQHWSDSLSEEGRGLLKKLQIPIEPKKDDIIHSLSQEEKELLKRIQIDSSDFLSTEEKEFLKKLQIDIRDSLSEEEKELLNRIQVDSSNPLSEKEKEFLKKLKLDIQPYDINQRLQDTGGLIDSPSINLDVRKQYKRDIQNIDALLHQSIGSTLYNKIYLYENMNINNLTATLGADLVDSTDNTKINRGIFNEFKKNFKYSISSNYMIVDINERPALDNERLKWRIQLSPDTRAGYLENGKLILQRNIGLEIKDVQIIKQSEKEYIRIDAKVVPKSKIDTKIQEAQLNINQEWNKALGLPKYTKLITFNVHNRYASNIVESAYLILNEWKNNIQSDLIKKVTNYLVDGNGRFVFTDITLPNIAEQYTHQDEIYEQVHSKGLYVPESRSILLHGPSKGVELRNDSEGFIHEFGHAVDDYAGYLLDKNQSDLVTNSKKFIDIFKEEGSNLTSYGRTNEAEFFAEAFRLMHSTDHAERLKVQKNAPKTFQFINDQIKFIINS
PriA SSB inh = inhibitors of Klebsiella pneumoniae PriA binding to SSB C-terminal tail. AlphaScreen SSBct-PriA binding, biotinylated peptide. inhibition, % at 33 µM. actives 0.6% (n = 430,000). AID 1272365; in the data active = inhibition mostly above about 37%, no sharp cut-off; inactive = mostly below about 20%;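 also: plate controls were negative control peptide for no effect and reference peptide for full effect; strong numbers were not always called active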
BH1578 lux ind = quorum light induction in luxS cqsA deficient V. cholerae | V. cholerae BH1578 lux reporter, luminescence, 6 h | activation, % at 18.7 µM | actives 0.16% (n = 350,000) | AID 588436; in the data active = activation mostly above about 9.7%, no sharp cut-off; inconclusive = no clear call, values can overlap the other calls; inactive = mostly below about 3.7%; also: not every result past the cut was called active; inactives centre near 0; reference of the scale not given here
TcdB inh = blocks C. difficile toxin B glycohydrolase activity; P18177; TcdB glycohydrolase enzymatic assay, plate reader; inhibition, % at 9.99 µM; actives 0.24% (n = 350,000); in the data active = inhibition above about 10%
Yp Topo-I inh = Y. pestis Topo-I inhibition via cleavage products; actives 0.064% (n = 360,000); activity, % at 10 µM; Y. pestis Topo-I cleavage product accumulation, plate reader; in the data active = activity above about 50%, passing the limit was not always enough; inconclusive = no clear call, values can overlap the other calls; also: inactives centre near 2
PfHsp40 rescue = rescue of PfHsp40-mediated yeast toxicity; growth rescue, % at 12.5 µM; actives 0.68% (n = 340,000); S. cerevisiae expressing PfHsp40, growth rescue, ATP luminescence; in the data active = growth rescue above about 28%, passing the limit was not always enough; inconclusive = no clear call, values can overlap the other calls;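 also: yeast W303a lacking pdr1 and pdr3 grown in galactose medium; growth measured after three days at 30 °C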
DUSP3 inh = DUSP3 (human) phosphatase inhibition. P51452. recombinant VHR phosphatase, pNPP absorbance. inhibition, % at 13.3 µM. actives 0.52% (n = 290,000). AID 1654; in the data active = inhibition above about 50%; also: some compounds called inactive have numbers as strong as hits
Target sequence (P51452 whole entry, looked up): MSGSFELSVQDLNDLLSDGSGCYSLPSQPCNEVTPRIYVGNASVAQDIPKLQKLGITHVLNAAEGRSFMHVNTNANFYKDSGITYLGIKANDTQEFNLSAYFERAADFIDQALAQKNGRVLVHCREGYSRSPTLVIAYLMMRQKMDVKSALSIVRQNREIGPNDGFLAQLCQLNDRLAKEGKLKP
The depositor's hits bear a star; i = inactive; ? = inconclusive; . = not tested or not shown. Rule as the data show it, unless noted: active = inhibition above about 30%; inconclusive = no clear call, values can overlap the other calls; inactive = below that.

compound,SARS 3CLpro inh,CCHF vOTU inh,BoNT-A LC inh2,Anthrax LF inh2,PriA SSB inh,BH1578 lux ind,TcdB inh,Yp Topo-I inh,PfHsp40 rescue,DUSP3 inh
COc1ccc(S(=O)(=O)N2CCOCC2)cc1NC(=O)COC(=O)c1oc2ccccc2c1C,.,4,-0.1,-1,-9,-0.6,0.1,11,-1.4,.
CC1CCCC(N2CCN(C(=O)c3ccc([N+](=O)[O-])cc3)CC2)C1 (stereo not drawn),3,18,3.9,-22,-3,i,-0.8,0,0.9,9
COc1ccc(-n2c(Cc3cccn3C)nnc2SCC(=O)Nc2ccccc2F)cc1,0,-4,0.0,2,-1,-0.4,-2.2,22,-0.4,34
C#CCOCCOCCOCCNc1nc(N2CCOCC2)nc(N2CCN(C(=O)[C@H](Cc3cc4ccccc4[nH]3)n3cc([C@@H](N)Cc4ccc(O)cc4)nn3)CC2)n1,2,5,-0.2,-12,7,0.5,0.2,6,-1.5,39
Cc1ccc(C(=O)Nc2ccc(N3CCN(S(C)(=O)=O)CC3)cc2)cc1C,0,7,-12,-33,1,-0.5,1.0,10,0.2,0
COC(=O)C1=C(c2cccc(OC)c2OC)C[C@@H]2CC[C@H]1N2C(=O)NCc1ccccc1,.,-1,-0.1,-8,-3,0.1,0.7,8,-1.6,.
COc1ccccc1S(=O)(=O)Nc1cc(S(=O)(=O)N2CCCCC2)ccc1N1CCOCC1,2,9,-0.4,3,-5,2.0,1.5,10,-0.2,15
Cc1cc(NC(=O)c2ccco2)ncc1NC(=O)CCc1ccccc1,-3,4,-1.3,1,-14,i,.,-4,2.1,30
O=C(NCc1ccccc1Cl)c1ccccc1Oc1ccccc1,3,0,-0.7,2,-52,-2.7,.,33,0.1,14
O=C(OCc1nnc(-c2ccccc2)o1)c1ccc([N+](=O)[O-])o1,.,8,2.4,1,-6,-10,0.8,0,0.2,.
CCc1ccc(NC(=O)C2CCN(c3c(N4CCCC4)c(=O)c3=O)CC2)cc1,0,5,1.6,0,5,i,1.6,-8,-0.1,2
O=C(COC(=O)C1CC(=O)N(c2ccc3c(c2)OCCO3)C1)NC1CCCc2ccccc21 (stereo not drawn),-4,14,0.2,-5,5,-1.4,.,2,1.2,18
CCc1cccc(CC)c1NC(=S)NCC(c1cccnc1)N1CCOCC1 (stereo not drawn),0,16,-0.9,-1,6,i,0.6,5,-1.3,-1
O=C(N=C1SC2CS(=O)(=O)CC2N1Cc1ccccc1)C1CCCO1 (stereo not drawn),-7,23,-1.7,-1,-22,-0.8,0.2,-7,-2.0,83
O=C(CSc1cn(Cc2ccccc2)c2ccccc12)N1CCOCC1,0,-5,-1.7,2,11,-0.2,0.9,16,-1.4,28
COc1ccccc1-c1noc(CCC(=O)Nc2cccc(C)c2)n1,-3,10,-0.4,-6,-19,-0.9,.,-6,0.2,22
COC(=O)c1c(NC(NC(=O)c2ccccc2)(C(F)(F)F)C(F)(F)F)sc2c1CCN(C)C2,-1,2,0.6,-1,-9,-3.8,.,13,-0.2,18
CC(=O)Nc1coc2ccc(Br)cc12,5,6,0.3,4,1,-0.5,.,-1,0.9,22
OC1CCCN(Cc2nc(Cc3ccccc3Cl)no2)C1 (stereo not drawn),-3,14,0.2,0,-20,.,-0.1,3,-0.7,-6
CN(C)c1nc(Nc2ccccc2)nc(N(C)C)n1,-1,-4,0.7,-4,-16,-2.5,.,1,-1.3,-25
CCOc1ccc(C(=O)Nc2ccc(N3CCN(C(=O)c4ccco4)CC3)cc2)cc1Br,.,-1,-0.4,-8,2,2.7,0.9,0,0.4,.
CC(=O)c1ccc(NC(=O)C(C)OC(=O)COc2ccc(C#N)cc2)cc1 (stereo not drawn),2,9,-0.3,3,-8,0.3,.,-5,10.0,5
CC(=O)C(Sc1nn(C)c(=S)s1)C(=O)Nc1ccccc1 (stereo not drawn),0,7,-0.4,-3,-6,25*,.,-5,1.0,26
CN1CCN(c2ccc(Cl)cc2NC(=O)/C=C/c2ccc(F)cc2)CC1,0,-9,-0.2,-6,23,-0.3,-2.3,-33,-1.1,14
COc1ccc(OC)c(-c2csc(NC(=O)c3ccccc3F)n2)c1,5,0,-3.1,-2,1,0.4,0.2,-12,1.0,9
CC1=C(C(=O)N(C)C)CC(CC(=O)NC2CC2)C(=O)N1Cc1ccc(C(C)(C)C)cc1 (stereo not drawn),.,-3,-0.2,-4,.,-0.6,1.0,8,.,.
O=C(O)CN1CCN(Cc2ccc(F)cc2Cl)C1=O,-3,-7,0.0,-1,7,12,.,12,0.1,8
Cn1ncc2c(N3CCN(c4ccccc4F)CC3)ncnc21,1,-2,?,3,-2,i,.,4,0.0,10
Nc1c(C(=O)CSc2nccn2-c2cccc(F)c2)c(=O)[nH]c(=O)n1C1CC1,.,2,0.5,-3,-13,i,1.2,6,1.2,.
CCC1CCc2c(sc(N)c2C(N)=O)C1 (stereo not drawn),1,-12,0.3,3,3,i,0.5,10,0.7,.
COc1ccc(OCCSc2nc3ccccc3n2CC(=O)O)cc1,-2,-16,0.6,1,-7,0.4,.,3,0.9,11
CCCCNC(=O)C1c2ccccc2OCC(=O)N1CCCN1CCOCC1 (stereo not drawn),.,10,-0.6,-6,.,.,2.2,.,.,.
O=C(NNS(=O)(=O)c1ccccc1F)c1cccc(S(=O)(=O)N2CCOCC2)c1,-1,-3,0.8,0,0,-0.4,.,7,-1.1,-1
S=C(Nc1ccccc1)Nc1nc2ccccc2n1CCOc1ccc(Cl)cc1,7,-1,0.0,-2,7,-0.3,.,1,-1.2,4
Cn1cnc([N+](=O)[O-])c1Sc1nc(N)nc2c1ncn2C1OC(CO)C(O)C1O (stereo not drawn),.,1,-0.3,3,-7,i,0.6,0,-0.7,.
CC(C)c1ccc(NC(=O)c2cccnc2)cc1,2,1,-0.4,1,1,-1.5,.,-4,-0.6,22

Just BoNT-A LC inh2 and CCHF vOTU inh, for 3 of the compounds above:
compound	BoNT-A LC inh2	CCHF vOTU inh
CCCCNC(=O)C1c2ccccc2OCC(=O)N1CCCN1CCOCC1 (stereo not drawn)	-0.6	10
O=C(NNS(=O)(=O)c1ccccc1F)c1cccc(S(=O)(=O)N2CCOCC2)c1	0.8	-3
S=C(Nc1ccccc1)Nc1nc2ccccc2n1CCOc1ccc(Cl)cc1	0.0	-1

(continued)
compound,SARS 3CLpro inh,CCHF vOTU inh,BoNT-A LC inh2,Anthrax LF inh2,PriA SSB inh,BH1578 lux ind,TcdB inh,Yp Topo-I inh,PfHsp40 rescue,DUSP3 inh
CCOc1ccc(-c2cc(N3C(=O)Nc4ccccc4N3O)n[nH]2)cc1,-7,-13,-0.6,0,9,0.0,-1.0,5,0.4,8
CCOC(=O)c1ccc(NC(=S)N(CCCN(CC)CC)Cc2ccco2)cc1,4,11,-0.3,0,20,-0.3,.,16,-0.9,-7
CSc1ccc(/C=C2\C(=N)N3N=C(CC(=O)N4CCCCC4)SC3=NC2=O)cc1,3,15,.,.,-5,0.7,3.6,10,0.1,-2
CC(C)Cn1c(N)c(C(=O)COC(=O)[C@H](C)NC(=O)c2ccccc2Cl)c(=O)n(C)c1=O,.,-1,6.3,2,4,i,3.2,-7,0.2,.
COC(CNC(=O)c1ccc(Cn2c(=S)[nH]c3cc4c(cc3c2=O)OCO4)cc1)OC,4,-7,-2.1,-3,-4,-0.3,.,1,0.2,-1
COc1ccc(NC(=O)CSc2nnc3n2CCCCC3)cc1,5,-19,1.0,3,-3,-0.4,0.3,-5,-1.3,19
COCCN(Cc1cc2cc(C)ccc2n2nnnc12)C(=S)Nc1cccc(C)c1,0,-4,0.2,6,-1,i,1.6,2,-0.1,-17
CNCCC1Sc2ccccc2Oc2ccccc21 (stereo not drawn),3,-6,-2.0,-6,-1,-0.8,0.0,-5,0.3,6
COc1ccc(NC(=O)COC(=O)CCCC2=NS(=O)(=O)c3ccccc3N2)cc1,2,-9,2.1,-1,-11,-0.2,0.4,-5,0.0,19
N#Cc1cccc(NC(=O)C2SC(=Nc3ccccc3)C(C(=O)N3CCOCC3)=C2N)c1 (stereo not drawn),-2,4,-0.8,0,21,i,1.6,-6,-0.9,8
Cc1ccc(NC(Cc2cc(C)no2)c2ccccc2)cc1 (stereo not drawn),2,11,-0.5,-2,7,-0.4,.,6,2.0,30
N#Cc1c(-c2ccco2)cc(C2CC2)nc1N,-8,-65,-4.3,-2,-8,-0.4,.,0,-0.2,45
COc1ccc(C(=O)NCc2cnn(C)c2C)cc1OC1CCN(C(C)C)CC1,-1,8,2.0,2,-9,-1.9,1.5,9,0.3,54*
COCCCNC(=O)c1ccc(N2CCOCC2)c(NS(=O)(=O)c2ccc(OC)cc2)c1,-6,-13,-0.4,-5,3,i,.,1,-0.5,-6
Nc1nc(SCc2ccc(Br)cc2)c2ncn(C3OC(CO)C(O)C3O)c2n1 (stereo not drawn),.,-8,0.4,-7,3,0.8,2.9,4,0.6,.
COC(=O)C1=C(CS(=O)(=O)c2ccc(C)cc2)NC(=O)NC1c1ccc(OC)c(OC)c1 (stereo not drawn),1,0,-0.4,2,-6,-0.3,0.3,11,-1.3,-2
CCCOc1ccc(S(=O)(=O)NNC(=O)c2cc3ccccc3o2)cc1,2,18,0.7,0,-10,-0.3,-0.2,2,1.1,-12
Cc1ccc(-n2c(SCc3nnc4n3CCC4)nnc2-c2ccccc2)cc1,-2,1,-0.1,-8,-21,7.7,.,2,-1.1,14
CC(C)n1c(N2CCCC2)nc2c1c(=O)[nH]c(=O)n2C,0,-2,0.7,0,-9,-0.3,1.0,-1,0.1,40
Cc1cc(N2CCOCC2)ccc1/C=C1\SC(=O)N(C(C)C)C1=O,-3,-3,0.3,-2,-21,i,.,12,-2.0,24
O=C(O)CN(c1ccc(F)cc1)S(=O)(=O)c1ccc2c(c1)OCCO2,-4,9,-2.0,-6,-1,-6.7,-0.9,5,-0.1,18
Cc1cc(Nc2ccccc2)n(CCOC(=O)COc2ccccc2)n1,4,6,-0.3,-3,-17,-0.6,.,25,0.6,23
Clc1ccccc1OCCCOc1cccc2cccnc12,-3,12,-2.5,-12,-9,-2.0,2.7,8,6.1,46
Cc1cccc(COC[C@H](CC(C)C)N2CCN(C(=O)c3ccc(C(C)(C)C)cc3)CCC2=O)c1,.,30*,-0.4,-6,.,.,0.9,.,.,.
Cc1cc(Cl)ccc1C(=O)C1CCCN(C(=O)c2ccc3c(c2)OCO3)C1 (stereo not drawn),.,2,-0.4,0,.,-0.3,0.7,28,.,.
Cn1c(C(=O)NCCc2ccsc2)cc2c(=O)n(C)c3ccccc3c21,-2,4,-1.8,-14,-3,-0.4,-0.4,23,4.7,12
COc1cccc(NC(=O)CC2COc3ccccc3O2)c1 (stereo not drawn),1,11,0.3,1,-8,i,1.4,-6,0.5,6
COc1ccc(Cl)cc1NC(=O)CN(C)C(=O)c1ccc(N2CCCCCC2)c([N+](=O)[O-])c1,.,5,-26,-6,28,-3.8,0.0,-7,-0.9,.
C=CCN1CCc2nc(N)sc2CC1,5,28,1.8,-40,-8,-0.1,0.1,1,-0.9,-3
COCC(=O)N1CCC(Oc2ccc(C(=O)NCCc3ccncc3)cc2)CC1,0,-8,1.3,1,-18,0.0,0.4,7,-0.3,14

From PubChem

The list is partial; count on the stated rates, not on these rows.
